E coli Lon inh – inhibits E. coli Lon protease | P0A9M0 | purified E. coli Lon protease, fluorescence polarization | inhibition, % at 7.94 µM | 0.42% of 360,000 active | AID 602123; in the data active means inhibition above about 13%, passing the limit was not always enough;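 further: 0% = enzyme with probe and DMSO and 100% = no enzyme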
Target sequence (P0A9M0 whole entry, looked up): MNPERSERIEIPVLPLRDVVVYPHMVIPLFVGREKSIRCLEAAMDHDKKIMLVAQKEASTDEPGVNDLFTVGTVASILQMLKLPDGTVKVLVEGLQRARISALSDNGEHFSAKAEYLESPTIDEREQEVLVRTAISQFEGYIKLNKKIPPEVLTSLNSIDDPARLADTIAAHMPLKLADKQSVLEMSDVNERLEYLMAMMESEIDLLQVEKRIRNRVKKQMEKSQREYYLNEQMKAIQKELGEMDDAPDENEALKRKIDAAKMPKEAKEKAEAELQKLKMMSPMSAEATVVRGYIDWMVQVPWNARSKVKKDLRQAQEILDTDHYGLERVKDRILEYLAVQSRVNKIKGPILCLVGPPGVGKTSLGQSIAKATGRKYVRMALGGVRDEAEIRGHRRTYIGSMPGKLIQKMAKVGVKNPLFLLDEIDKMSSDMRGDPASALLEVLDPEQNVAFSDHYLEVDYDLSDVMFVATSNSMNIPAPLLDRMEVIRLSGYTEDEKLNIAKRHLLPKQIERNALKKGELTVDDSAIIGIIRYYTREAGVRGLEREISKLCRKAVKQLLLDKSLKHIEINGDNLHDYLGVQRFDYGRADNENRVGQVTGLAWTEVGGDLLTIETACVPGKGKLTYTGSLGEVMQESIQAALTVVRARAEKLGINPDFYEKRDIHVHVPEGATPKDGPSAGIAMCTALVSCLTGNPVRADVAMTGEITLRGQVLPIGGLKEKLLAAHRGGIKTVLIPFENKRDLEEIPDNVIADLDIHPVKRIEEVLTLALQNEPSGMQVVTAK
MT1-MMP act inh – inhibitors of human MT1-MMP activation. P50281. HT1080 RFP-PRO-GFP cells, GFP/RFP ratio fluorescence, overnight; percent of plate control window, DMSO zero. GFP/RFP ratio change, % at 20 µM. 0.061% of 360,000 active. AID 651647;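 active means GFP/RFP ratio change of at least 30% with cell ATP level not reduced by more than half and red fluorescence within 50% of control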; further: strong numbers were not always called active
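Assay system – RFP-PRO-GFP reporter HT1080 cells · Compound dosing – single dose of 20 µM compound, 1% DMSO final · Incubation – overnight compound exposure at 37 °C · Measure – GFP/RFP fluorescence ratio · Benchmarks – DMSO wells and RFP-L50D-GFP cells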
TbMetRS inhib – blocks T. brucei methionyl-tRNA synthetase activity. purified T. brucei MetRS, ATP depletion, Kinase-Glo luminescence. inhibition, % at 11.9 µM. 0.4% of 360,000 active. AID 624268;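 active means inhibition above a per-plate cutoff of the control wells' mean inhibition plus 3 SD, cut at about 5.5% in these data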;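 further: 0% = DMSO wells median and 100% = median of wells with control inhibitor compound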
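Material: parasite MetRS enzyme / Replication: singlicate, one well per compound / Signal: luminescence of leftover ATP / Schedule: 2 h aminoacylation at 25 °C after 15 min preincubation / Medium: HEPES-MgCl2-KCl buffer plus DTT, spermine, BSA, pyrophosphatase / Doses: 11.9 µM single point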
FAS TE block – blocks the thioesterase domain of human fatty acid synthase | recombinant FAS-TE, OMFH fluorogenic substrate, fluorescence endpoint | inhibition, % at 15 µM | 0.67% of 360,000 active;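 active means compounds whose normalised, plate-corrected inhibition of enzyme fluorescence in the single-dose primary screen is 50% or more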;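 further: 0% = DMSO with enzyme and 100% = substrate without enzyme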
bovine MsrA act – activates bovine MsrA enzyme | purified bovine MsrA, absorbance read-out | activation, % at 10.6 µM | 0.3% of 360,000 active | AID 602163; in the data active means activation above about 7.5%;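 further: 0% = vehicle and 100% = reference activator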
CendR NRP1 mod – alters CendR peptide binding to human NRP-1; inhibition, % at 25 µM; FAM-RPARPAR peptide binding to NRP-1, fluorescence polarization; 0.85% of 360,000 active; O14786;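 active means inhibition or corrected inhibition above about 18%, plus a signal ratio from 0.5 to 1.5, limit read from the data, passing the limit was not always enough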; further: strong numbers were not always called active
SKN-1 block – inhibitors of C. elegans SKN-1 | 0.49% of 360,000 active | C. elegans VP596 Pgst-4::GFP/RFP ratio, acrylamide-induced, 24 h | inhibition, % at 21.8 µM;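 active means interference check ratio from 0.5 to 1.5 plus GFP to RFP signal ratio inhibition reaching or exceeding a fixed threshold, cut at about 30% in these data, passing the limit was not always enough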; further: some compounds called inactive have numbers as strong as hits
MLLE-PAM2 inh – blocks PAM2 peptide binding to the PABP1 MLLE domain; GST-MLLE / FITC-PAM2 fluorescence polarization; inhibition, % at 20 µM; 0.36% of 360,000 active; AID 588489; in the data active means inhibition above about 35%, passing the limit was not always enough;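 further: plate controls were DMSO wells with GST-MLLE for no effect and wells lacking GST-MLLE protein for full effect; some results filed as inactive read as strong as hits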
MsrA inhibitor – inhibitors of bovine MsrA | purified bovine MsrA, absorbance read-out | inhibition, % at 15.5 µM | 0.75% of 360,000 active; in the data active means inhibition above about 4.5%;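 further: 0% = vehicle wells with enzyme and 100% = reference inhibitor wells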
The depositor's hits bear a star; . = not tested or not shown.

compound,FAS TE block,bovine MsrA act,TbMetRS inhib,E coli Lon inh,MsrA inhibitor,MT1-MMP act inh,CendR NRP1 mod,MLLE-PAM2 inh,SKN-1 block
Cn1cccc1Cc1nnc(SCC(=O)NCc2ccccc2Cl)n1-c1ccc(F)cc1,0.8,-6.9,-0.2,-3.0,-0.8,-13.3,-1.2,5.7,-13.0
Cc1cc(=O)oc2c(N)nccc12,0.0,-16.9,-0.4,7.8,.,2.2,-20.9,19.2,2.1
COc1ccc(CCNc2nc(-c3ccco3)cc(C(F)(F)F)n2)cc1OC,25.2,-1.3,0.4,-0.5,0.6,-13.0,-0.1,-13.9,1.3
CCOC(=O)N1CCN(C(=O)COC(=O)Cc2ccc(OC)cc2)CC1,-4.1,-2.8,-0.4,4.3,0.1,-1.6,18.8,-0.6,-11.4
O=C(CN1CCN(Cc2cccc(C(F)(F)F)c2)CC1)NCC(=O)Nc1ccc(F)c(F)c1F,3.8,-5.1,-0.5,7.7,0.6,-1.3,2.9,-8.4,4.1
Nc1nonc1C(=O)NCCNC(=O)c1ccc(Cl)c(Cl)c1,-1.5,-1.3,-0.2,-3.1,0.5,1.2,9.0,7.2,0.5
CC(=O)c1c(C)[nH]c(C(=O)COC(=O)c2cc(S(=O)(=O)N(C)c3ccccc3)ccc2Cl)c1C,2.5,-8.9,-0.8,-10.0,-0.3,-2.5,6.0,-9.2,-22.1
CC(=O)Nc1ccc(Cc2nc3ccccc3[nH]2)cc1,-10.0,-3.4,0.2,3.6,-0.2,1.5,-7.1,-9.9,3.8
c1ccc(-n2nnnc2NCCCN2CCOCC2)cc1,-4.5,-3.5,-1.1,-6.2,-1.0,0.7,30.4*,0.9,2.2
Cc1ccc(C(=O)N2CCCC(CCC(=O)N3CCN(c4ccccn4)CC3)C2)cc1 (stereo unspecified),-2.7,-1.5,-0.4,3.9,-1.3,5.8,10.7,0.8,9.9

Individual results from the entries so far:
O=C(CN1CCN(Cc2cccc(C(F)(F)F)c2)CC1)NCC(=O)Nc1ccc(F)c(F)c1F | MT1-MMP act inh = -1.3
c1ccc(-n2nnnc2NCCCN2CCOCC2)cc1 | MsrA inhibitor = -1.0
CCOC(=O)N1CCN(C(=O)COC(=O)Cc2ccc(OC)cc2)CC1 | bovine MsrA act = -2.8
Cc1cc(=O)oc2c(N)nccc12 | MT1-MMP act inh = 2.2

The list goes on:
compound,FAS TE block,bovine MsrA act,TbMetRS inhib,E coli Lon inh,MsrA inhibitor,MT1-MMP act inh,CendR NRP1 mod,MLLE-PAM2 inh,SKN-1 block
COC(=O)C(Cc1ccccc1)NC(=O)CNC(=O)c1ccccc1OC (stereo unspecified),-5.3,-2.0,-0.3,-8.7,-0.8,1.1,2.8,1.9,26.4
O=C(NCc1cccnc1)c1ccccc1-c1nc(-c2ccccc2)no1,8.3,-3.3,-0.6,4.6,-0.8,-0.5,3.5,8.4,13.3
CN1CCN(c2ccc(NC(=O)c3cccc(S(=O)(=O)N4CCCC4)c3)cc2)CC1,-8.4,-6.3,-0.6,-11.7,1.4,-2.1,-8.5,-41.1,-15.5
O=C(Oc1oc(-c2ccco2)nc1C=Nc1ccccc1)c1ccco1,5.3,-2.9,-0.8,-2.0,.,4.0,-8.8,30.3,-2.5
Cc1cc(C)n2nc(C(=O)OCC(=O)Nc3ccc4c(c3)OCCO4)nc2n1,-6.4,-10.3,-0.5,-3.9,-0.2,1.7,6.0,1.2,-17.4
COc1cccc(NC(=O)CN(C)C(=O)c2cc(-c3ccc(F)cc3)nc3ccccc23)c1,16.6,-2.9,-0.1,-0.1,1.1,6.6,3.5,6.1,6.3
CCn1c(CC(=O)Nc2ccccc2F)nnc1SCC(=O)Nc1nnc(C)s1,-5.7,-1.5,0.8,2.4,-0.9,0.7,11.0,1.5,-0.6
O=C(Nc1ccc(OC(F)(F)F)cc1)Nc1cccnc1,-5.0,-2.0,-0.5,0.8,-1.9,1.8,1.0,4.8,-5.2
COc1ccc(Cc2nnc(NC(=O)CS(=O)(=O)Cc3ccccc3)s2)cc1,-3.0,-2.1,0.4,4.4,0.3,1.7,11.4,-9.2,7.2
O=C(NCCCO)c1c(O)c2cccc3c2n(c1=O)CCC3,6.0,-2.7,-0.8,-6.4,0.4,8.5,6.3,-4.7,-1.5

Compounds listed so far that have a furan ring, fused or not, in the order listed:
compound,FAS TE block,bovine MsrA act,TbMetRS inhib,E coli Lon inh,MsrA inhibitor,MT1-MMP act inh,CendR NRP1 mod,MLLE-PAM2 inh,SKN-1 block
COc1ccc(CCNc2nc(-c3ccco3)cc(C(F)(F)F)n2)cc1OC,25.2,-1.3,0.4,-0.5,0.6,-13.0,-0.1,-13.9,1.3
O=C(Oc1oc(-c2ccco2)nc1C=Nc1ccccc1)c1ccco1,5.3,-2.9,-0.8,-2.0,.,4.0,-8.8,30.3,-2.5

Further results follow.
compound,FAS TE block,bovine MsrA act,TbMetRS inhib,E coli Lon inh,MsrA inhibitor,MT1-MMP act inh,CendR NRP1 mod,MLLE-PAM2 inh,SKN-1 block
CCN(C(=O)COC(=O)c1ccc[nH]c1=O)c1cccc2ccccc12,-6.0,-0.5,-0.1,14.1,-0.2,-0.2,4.8,-7.6,19.1
COc1ccc(-n2ncc(C(C)NS(=O)(=O)c3ccc(C(C)=O)cc3)c2C)cc1 (stereo unspecified),-4.5,-6.3,-0.8,-1.0,-1.6,2.7,9.8,11.6,-10.7
O=C1CCCN1C(=O)CSc1ncnc2sccc12,-6.4,-1.3,-0.6,-15.5,-0.7,1.3,-8.1,-8.6,-5.3
Cc1ccc(CSc2nc3ccncc3n2CC(=O)Nc2cc(C)cc(C)c2)cc1,-5.2,0.0,-0.3,-8.1,0.9,-0.2,-14.7,4.9,0.2
CCNC(=O)CSC1=N/C(=C\c2ccc(O)c(OCC)c2)C(=O)N1c1ccc(OC(F)F)cc1,0.6,-3.4,-0.3,-473.9,1.0,-88.0,-95.8,-119.2,15.5
CCN(CC)C(=O)CSc1nc2ncccc2[nH]1,-3.7,-2.3,-0.4,-1.3,-1.7,22.4,-5.3,-4.9,-1.8
COc1ccc(NC(=O)c2ccc(S(=O)(=O)N3CCCCC3)cc2)cc1OC,1.3,-3.0,-0.5,3.3,1.5,8.0,15.0,17.1,-1.2
CCOc1ncccc1C(=O)Nc1nc(C(C)(C)C)cs1,15.2,0.0,0.1,1.3,2.3,.,1.4,-2.9,28.4
CCN(CC)C(=O)c1[nH]cnc1C(=O)Nc1ccc(C)cc1,-5.7,-0.9,-0.1,5.5,0.4,3.6,-0.3,8.7,13.5
Fc1ccc(Cn2nnnc2CN2CCN(C3CCCC3)CC2)cc1,-4.2,2.8,-0.6,-3.2,-0.5,4.6,1.2,-1.0,-3.4
O=C(CN(Cc1ccc(F)cc1)C(=O)C1CSC(=O)C1)NC1CCCCC1 (stereo unspecified),-1.2,-1.0,-0.2,5.1,0.6,3.3,7.4,-9.3,9.0
Fc1ccc(CNC(=S)Nc2ccc(OC(F)F)cc2)cc1,5.0,-2.7,0.2,-5.4,-0.6,3.2,-3.4,-33.8,-4.5
Cc1cc(C)nc(NS(=O)(=O)c2ccc(NC(=S)NC(=O)C(C)(C)C)cc2)n1,-8.6,-2.4,-0.1,8.1,0.2,-0.2,-8.0,29.8,-11.5
COc1cc(N2C(=O)CC3(CCCC3)CC2=O)cc(OC)c1OC,-3.3,-2.7,-0.1,-8.3,-1.1,4.3,1.8,8.2,3.1
CC1CCN(c2nc3nonc3nc2Nc2ccc(F)cc2)CC1,38.7,-4.6,0.6,-7.0,1.0,-11.1,-7.7,4.0,15.8
COc1ccc(CCNC(=O)COC(=O)C2CC2)cc1,-4.0,-1.0,-0.5,2.9,1.0,3.4,-4.5,10.9,12.3
CCN(CC)CCCN1C(=O)C(=O)/C(=C(/O)c2c(C)nc3ccccn23)C1c1ccc(C)o1 (stereo unspecified),-4.8,-4.2,-1.2,4.8,-0.4,-2.0,-4.4,0.6,-9.8
O=C1C=C(c2cccc3c2sc2ccccc23)C[C@@H](c2ccc(F)cc2)C1,27.8,-6.7,-0.1,-3.4,-0.6,-1.7,5.8,1.6,4.4
CCCCC(CC)CNC(=O)c1ncn[nH]1 (stereo unspecified),2.6,-1.8,-0.1,-6.9,-0.7,3.0,18.5,1.8,23.0
CCCCc1nnc(NC(=O)CSc2nc(=O)cc(N)n2-c2ccccc2)s1,-6.2,-3.6,0.0,0.8,-1.2,-0.6,-7.0,14.5,7.5
Cc1ccc2nc(SC(C)C(=O)NC3CCCC3)[nH]c2c1 (stereo unspecified),-6.0,-2.5,0.3,-10.2,-1.5,-0.2,5.7,-83.7,11.1
CC(=O)c1ccc(NS(=O)(=O)c2ccccc2)cc1,-3.8,-3.0,-0.2,-12.3,1.9,9.3,-5.7,-20.1,9.2
CCOC(=O)C1=C(c2ccccc2)c2ccccc2OC1C(=O)OCC (stereo unspecified),9.7,0.2,-0.5,-4.3,-0.6,-3.4,-4.3,0.7,12.0
CN(C)c1ccc(C2CNC(c3ccc(Cl)c([N+](=O)[O-])c3)c3[nH]c4ccccc4c32)cc1 (stereo unspecified),41.9,7.4,0.2,-6.3,-0.1,-8.2,-12.5,-8.7,-9.3
CCOC(=O)C1CCN(C(=O)CSc2cc(=O)n(C)c3ccccc23)CC1,6.0,-0.1,0.3,5.5,0.4,2.1,5.9,10.8,-14.7
Cc1c(CCC(=O)N2CCC(C(=O)NCCCCCC(=O)O)CC2)c(=O)oc2cc3oc4c(c3cc12)CCCC4,-8.9,0.9,-0.5,-0.3,0.2,2.0,-8.3,0.1,4.2
O=C(NCCSCc1ccco1)Nc1cc(Cl)cc(Cl)c1,38.5,-5.2,1.8,8.3,-1.5,-0.8,18.0,1.7,8.5
N#C/C(=C\c1ccc(Cl)c([N+](=O)[O-])c1)c1ccccn1,34.8,-3.4,0.1,8.5,1.2,0.5,1.3,6.6,-2.7
C[C@H](CO)N1C[C@H](C)[C@@H](CN(C)C(=O)NC2CCCCC2)Oc2ccc(NC(=O)Cn3cnnn3)cc2C1=O,-5.4,-0.7,-0.3,-1.4,0.6,-0.6,-0.8,3.1,-12.1
COc1cc([N+](=O)[O-])ccc1N1C(=O)C2C3C=CC(C4CC34)C2C1=O (stereo unspecified),-5.1,-3.1,0.5,-1.4,2.2,4.1,5.4,11.4,7.9
COc1cc(NC(=O)COC(=O)Cc2ccsc2)cc(OC)c1,2.3,-0.2,-0.6,-11.4,-0.4,6.0,8.4,-3.6,22.9
CS(=O)(=O)N(CC(=O)Nc1cccc(Br)c1)Cc1ccccc1,4.5,-1.4,0.0,4.7,-0.1,-4.8,10.2,-3.6,5.0
Cc1nnc(SCC(=O)Nc2ccc(N3CCOCC3)cc2)n1-c1ccccc1,-13.4,-8.2,-0.6,-5.8,-0.8,-1.6,-1.4,-3.2,-0.1
COc1cc2c(cc1OC)C(/C(C#N)=N\O)=NC(C)(C)C2,-18.5,-3.1,-0.4,1.8,2.8,1.0,13.8,6.3,1.0
Cc1ccc2nc(-c3ccco3)c(Cc3ccccc3)n2c1,4.3,-5.4,-0.7,0.5,1.4,-0.8,-13.6,0.3,-3.0
CCN(c1ccccc1)S(=O)(=O)c1ccc(C(=O)N2CC(C)CC(C)C2)cc1 (stereo unspecified),12.2,-0.1,-0.4,-8.9,-0.1,-6.0,7.8,-3.7,18.1

Assay outcomes deposited in PubChem BioAssay by several laboratories.
